High-throughput results from PubChem.
Growth percent in the NCI-60 one-dose screen (48 h, 10 µM unless noted): 100 = growth as untreated, 0 = no growth, -100 = all killed.
786-0: 786-0 renal cancer cells; 81,000 tested, 5.1% active
U251: U251 CNS tumor cells | AID 1794753 | 80,000 tested, 5.4% active
RXF 393: RXF 393 renal cancer cells | 77,000 tested, 6.9% active | AID 1794773
CAKI-1: CAKI-1 renal cancer | 75,000 tested, 4.7% active
UO-31: UO-31 renal cancer | 81,000 tested, 5.2% active | AID 1794768
A498: A498 renal cancer cells; 76,000 tested, 5.4% active
ACHN: ACHN renal cancer; 81,000 tested, 4.9% active; AID 1794771
SN12C: SN12C renal cancer cells; 81,000 tested, 3.8% active
TK-10: TK-10 renal cancer cells; 81,000 tested, 3.9% active; AID 1794769
The depositor's hits bear a star; x = no result given. The calls were made as follows: active = growth percent below 10; inactive = the rest.

cpd	SMILES	786-0	U251	RXF 393	CAKI-1	UO-31	A498	ACHN	SN12C	TK-10
1	COc1ccc(NC(=O)c2sc3nc(C)c(C(=O)CCc4cccc(OC)c4)cc3c2N)cc1	78	78	x	71	51	19	95	73	85
2	CC(C)OC(=O)CC#N	101	98	101	101	100	96	102	108	107
3	Cc1nn2c(/C=C3/C(=O)Nc4ccccc43)c(-c3ccc(F)cc3)nc2s1	96	93	75	80	69	62	76	84	x
4	COc1cc(C2CC(c3ccc(Oc4ccc(Br)cc4)cc3)=NN2c2nc(-c3ccc(F)cc3)c(C#N)c(N3CCOCC3)n2)cc(OC)c1OC (stereo not drawn)	95	101	100	88	77	108	99	91	96
5	FC(F)(F)c1ccc(Nc2nnc(-c3ccc(Cl)cc3)o2)cc1	102	93	112	99	90	95	101	96	109
6	COc1ccc2c(c1)c(-c1cc(N)n3nc(-c4cn(C)c5ccc(OC)cc45)cc3n1)cn2C	92	-31*	128	97	93	89	103	92	121
7	O=C=Nc1cc(Cl)ccc1Cl	103	102	103	99	81	109	111	100	86
8	COc1cc(-c2c(NC(C)(C)C)nc3c(OCCc4ccccc4)cccn23)cc(OC)c1OC	92	82	62	59	75	121	70	83	115
9	NS(=O)(=O)c1ccc(C(=O)NNCCC(=O)c2ccc3ccccc3c2)cc1	100	98	105	91	82	x	101	104	110
10	CC1CN(/N=C/c2ccc([N+](=O)[O-])o2)C(=N)O1 (stereo not drawn)	108	101	102	96	74	x	93	91	105
11	Cn1cc(-c2nn3cc(-c4cccs4)nc3s2)c2cc(F)ccc21	49	26	64	28	36	7.6*	44	36	54
12	CN(C)c1cnccn1	98	78	94	96	84	96	87	89	145
13	CN(CCC(=O)/C(=C\c1ccccc1)c1ccc(Cl)cc1)Cc1ccccc1	-64*	-10*	-29*	22	-41*	46	-43*	-9.9*	52
14	Oc1ccc2c(c1)OCO2	98	93	112	105	82	112	94	99	104
15	O=C1CN(Cc2ccc(C(=O)NO)cc2)C(=O)[C@@H](Cc2ccccc2)N1	96	92	112	94	93	95	103	102	106
16	Nc1cc(C(=O)N/N=C\c2ccc(OC(F)F)c(OC3CCCC3)c2)nn1CC(O)c1ccccc1 (stereo not drawn)	107	95	96	82	76	100	105	105	112
17	Cc1ccc(S(=O)(=O)N2CCCN(c3nc(-c4ccccc4)nc4nc(-c5ccccc5)oc34)CC2)cc1	102	104	128	93	77	106	103	98	103
18	CCCCCN(CCCCC)C(=O)c1ccccc1	100	106	107	84	x	91	125	99	105
19	CN(C)C=Nc1ccc(S(=O)(=O)c2ccc(N=CN(C)C)cc2)cc1	99	102	110	98	76	106	104	97	105
20	O=CN1N=C(c2cccc(Nc3ccncc3)c2)CC1c1ccc(Cl)cc1 (stereo not drawn)	88	83	80	77	65	92	103	98	100
21	Cc1ccc(-c2c3sc4ccccc4nc-3c3cc(C)c(C)cc3c2=O)cc1C	101	105	101	89	76	103	107	99	103
22	COc1cc(NCc2ccc3nc(N)nc(N)c3c2C)cc(OC)c1OC (tested in a mixture with another compound)	16	31	30	25	35	33	24	45	31
23	Oc1ccccc1C1N=NC2=C(CCCC2)N1O (stereo not drawn)	108	101	107	90	95	107	96	104	94
24	Nc1c(Cl)cc(N=Nc2ccccc2)cc1Cl	101	94	108	90	62	74	97	95	13
25	O=C(O)CN1C(=O)CCC1=O	105	105	111	102	102	97	96	102	107
26	COc1cc2ncnc(Nc3ccc(C(=O)/C=C/c4ccc(C(F)(F)F)cc4F)cc3)c2cc1OC	86	85	x	88	75	97	92	101	110
27	O=C1C=CC(=O)N1c1cccc(Cl)c1	105	99	116	79	104	95	98	126	68
28	NC(=O)NC(=O)c1ccccc1	114	102	102	110	91	87	103	105	91
29	c1ccc(C2(c3ccccc3)CCCO2)cc1	108	105	111	x	82	110	92	104	111
30	Nc1nc(Nc2cc(Cl)cc(Cl)c2)nn1S(=O)(=O)c1ccc2ccccc2c1	26	37	31	64	15	15	29	43	64
31	O=C(COc1ccc(/C=C2\C(=O)Nc3ccc(F)cc32)cc1)Nc1ccccc1	105	94	120	82	85	99	94	102	118
32	O=C(CSc1nc2ccccc2[nH]1)Nc1ccc(-c2nc3ccccc3s2)cc1	64	79	85	78	59	34	81	75	88
33	COC(=O)c1nc(-c2ccccc2)oc1S(=O)(=O)NCC(c1ccc(Cl)cc1)N1CCCCC1 (stereo not drawn)	60	60	83	49	61	96	68	76	67
34	c1cc(NCCc2ccncc2)nc(-n2cnc3ccccc32)c1	92	82	83	81	75	69	65	90	87
35	COc1ccc(Cc2nnc3sc(SCc4ccccc4)nn23)cc1	94	97	107	94	79	80	109	100	92
36	Nc1nc2c3cncnc3ccc2c2ncncc12	96	x	94	95	82	85	106	103	104
37	Nc1ccc(S(=O)(=O)Nc2nc(-c3ccccc3)cc(-c3ccccc3O)n2)cc1	98	86	127	100	95	85	95	109	121
38	O=C1Nc2ccccc2CCc2ccccc21	111	92	104	101	92	97	108	98	104
39	N=C1NC(=O)/C(=C/c2cn(-c3ccccc3)nc2-c2ccccc2)S1	83	80	96	100	80	96	91	92	114
40	CCCCN(CCCC)CCCn1c(-c2ccccc2)ccc1-c1ccccc1	73	58	83	60	57	59	63	71	83

Another view of part of the listing above.
Value order – 786-0, U251, RXF 393, CAKI-1, UO-31, A498, ACHN, SN12C, TK-10
26) COc1cc2ncnc(Nc3ccc(C(=O)/C=C/c4ccc(C(F)(F)F)cc4F)cc3)c2cc1OC
    86, 85, x, 88, 75, 97, 92, 101, 110
27) O=C1C=CC(=O)N1c1cccc(Cl)c1
    105, 99, 116, 79, 104, 95, 98, 126, 68
28) NC(=O)NC(=O)c1ccccc1
    114, 102, 102, 110, 91, 87, 103, 105, 91
29) c1ccc(C2(c3ccccc3)CCCO2)cc1
    108, 105, 111, x, 82, 110, 92, 104, 111
30) Nc1nc(Nc2cc(Cl)cc(Cl)c2)nn1S(=O)(=O)c1ccc2ccccc2c1
    26, 37, 31, 64, 15, 15, 29, 43, 64
31) O=C(COc1ccc(/C=C2\C(=O)Nc3ccc(F)cc32)cc1)Nc1ccccc1
    105, 94, 120, 82, 85, 99, 94, 102, 118
32) O=C(CSc1nc2ccccc2[nH]1)Nc1ccc(-c2nc3ccccc3s2)cc1
    64, 79, 85, 78, 59, 34, 81, 75, 88
33) COC(=O)c1nc(-c2ccccc2)oc1S(=O)(=O)NCC(c1ccc(Cl)cc1)N1CCCCC1 (stereo not drawn)
    60, 60, 83, 49, 61, 96, 68, 76, 67
34) c1cc(NCCc2ccncc2)nc(-n2cnc3ccccc32)c1
    92, 82, 83, 81, 75, 69, 65, 90, 87
35) COc1ccc(Cc2nnc3sc(SCc4ccccc4)nn23)cc1
    94, 97, 107, 94, 79, 80, 109, 100, 92
36) Nc1nc2c3cncnc3ccc2c2ncncc12
    96, x, 94, 95, 82, 85, 106, 103, 104
37) Nc1ccc(S(=O)(=O)Nc2nc(-c3ccccc3)cc(-c3ccccc3O)n2)cc1
    98, 86, 127, 100, 95, 85, 95, 109, 121

Reprinted from the listing (2 entries):
cpd	SMILES	786-0	U251	RXF 393	CAKI-1	UO-31	A498	ACHN	SN12C	TK-10
39	N=C1NC(=O)/C(=C/c2cn(-c3ccccc3)nc2-c2ccccc2)S1	83	80	96	100	80	96	91	92	114
40	CCCCN(CCCC)CCCn1c(-c2ccccc2)ccc1-c1ccccc1	73	58	83	60	57	59	63	71	83

Continued.
cpd	SMILES	786-0	U251	RXF 393	CAKI-1	UO-31	A498	ACHN	SN12C	TK-10
41	O=C(NC(=S)N1CCN(c2ncnc3c2cnn3-c2ccccc2)CC1)c1ccc(Br)cc1	72	57	69	48	71	104	69	48	127
42	CCOC(=O)C1=C(C)O/C(=C/c2ccc(OC)cc2)C1=O	100	102	106	106	93	86	98	98	102
43	CC1=CC(=O)C2=C(C)CC(OC(=O)CCc3ccccc3)[C@@H]3[C@H](OC(=O)[C@@H]3C)[C@@H]12 (stereo partly drawn)	93	102	122	86	79	82	101	95	102
44	CCC(O)(c1ccccc1)C(O)c1ccccc1 (stereo not drawn)	98	96	121	99	85	91	101	103	94
45	Fc1ccc(Nc2csc(Nc3cnccn3)n2)cc1Cl	100	96	104	67	65	x	100	99	124
46	c1ccc2c(c1)nc(-n1cccc1)c1nc3ccccc3n12	88	87	93	75	80	70	53	79	81
47	COc1cc(/C=C\c2ccc(-c3ccc(-c4cc(OC)c(OC)c(OC)c4)cc3)cc2)cc(OC)c1OC	112	98	110	102	101	123	113	110	x
48	CN(C)c1ccccc1CCO	109	100	105	110	84	111	98	103	93
49	O=C1CSC(N2N=C(c3cc4ccccc4o3)CC2c2c[nH]c3ccccc23)=NN1 (stereo not drawn)	102	107	133	x	64	124	92	97	163
50	Cc1cccc(Cl)c1NC(=O)c1cnc(Nc2cc(N3CCOCC3)cc(S(C)(=O)=O)c2)s1	12	50	-35*	-28*	2.8*	-14*	-3.0*	29	-65*
51	C#CCN1C(=O)/C(=C\c2cn(CC#C)c3ccccc23)c2ccccc21	109	98	127	120	75	102	93	89	113
52	O=C(NN1C(=O)CSC1c1ccc(Cl)cc1)c1[nH]c2ccc(F)cc2c1-c1ccccc1 (stereo not drawn)	66	50	x	32	36	84	44	44	67
53	CC(=O)N1N=C(CCC(=O)c2nc3ccc([N+](=O)[O-])cc3[nH]2)OC1c1ccc(O)cc1 (stereo not drawn)	106	109	111	x	81	104	106	109	113
54	COc1ccc(C2c3c(c4ccccc4n(-c4ccccc4)c3=O)Nc3ncnn32)cc1 (stereo not drawn)	102	111	120	x	120	98	103	103	70
55	COc1ccc(NC(=O)/C=C\C(=O)O)cc1OC	98	100	108	96	88	114	100	101	101
56	O=C(NCc1ccccc1F)c1cccc(NS(=O)(=O)c2ccc3c(c2)OCCO3)c1	95	104	x	75	93	119	96	83	117
57	CSc1nn2c(-c3ccc4ccccc4c3)ccnc2c1C#N	22	7.0*	19	22	17	22	16	23	-2.3*
58	O=C(CCCCCCCCC(=O)OCc1ccccc1)OCc1ccccc1	109	108	111	95	76	92	101	100	100
59	CC(=O)OC1C=CCC2C(=O)OC(=O)C12 (stereo not drawn)	98	103	116	98	83	92	102	104	94
60	O=C(c1nnc(Nc2ccccc2F)o1)c1c[nH]c2ccccc12	105	100	106	69	90	x	38	94	73
61	CNC(=O)c1cc(Oc2ccc3nc(NC(=O)c4ccc(Cl)c(C(F)(F)F)c4)sc3c2)ccn1	x	59	48	95	80	69	61	76	93
62	COc1ccc(C(=O)/C=C/c2ccc(/C=C/c3cc(OC)ccc3OC)cc2)cc1	91	85	117	97	96	109	109	88	x

Compounds were not picked by outcome. Share with any hit: about 12%.
